From PubChem
sEH inhibitor – inhibitors of human soluble epoxide hydrolase; P34913; recombinant human sEH enzymatic activity assay; inhibition, % at 2 µM; 0.34% of 91,000 active; AID 707; in the data active = inhibition above about 80%; note: values of inactives mirror those of a sister screen read the other way; many of its hits are not listed in these tables
Mac1 fbg enh – enhancers of human CD11b/CD18 binding to fibrinogen. K562 CD11b/CD18 adhesion to fibrinogen, ATPlite luminescence. activation, % at 10 µM. 0.07% of 93,000 active;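 active = 10 µM primary screen giving 50% or more activity, confirmed by 40% or more on retest at that dose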; note: strong numbers were not always called active; reference of the scale not given here
sEH act – activators of human soluble epoxide hydrolase. P34913. purified human sEH enzymatic activity, activator screen. activation, % at 2 µM. 0.04% of 91,000 active. AID 717; in the data active = activation above about 37%; note: values of inactives mirror those of a sister screen read the other way
ERa coact pot – enhances coactivator binding to human estrogen receptor alpha; P03372; TR-FRET ERalpha-LBD/SRC-Cy5 coactivator binding, 2 h; 100 = basal binding, no effect; coactivator binding (% of control), % at 25.6 µM; 1.3% of 86,000 active; in the data active = activity above about 200%;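 note: binding measured in presence of low estradiol as agonist stimulus; 0% = peptide alone without receptor and 100% = receptor with peptide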
Target sequence (P03372 whole entry, looked up, the tested form may be a part): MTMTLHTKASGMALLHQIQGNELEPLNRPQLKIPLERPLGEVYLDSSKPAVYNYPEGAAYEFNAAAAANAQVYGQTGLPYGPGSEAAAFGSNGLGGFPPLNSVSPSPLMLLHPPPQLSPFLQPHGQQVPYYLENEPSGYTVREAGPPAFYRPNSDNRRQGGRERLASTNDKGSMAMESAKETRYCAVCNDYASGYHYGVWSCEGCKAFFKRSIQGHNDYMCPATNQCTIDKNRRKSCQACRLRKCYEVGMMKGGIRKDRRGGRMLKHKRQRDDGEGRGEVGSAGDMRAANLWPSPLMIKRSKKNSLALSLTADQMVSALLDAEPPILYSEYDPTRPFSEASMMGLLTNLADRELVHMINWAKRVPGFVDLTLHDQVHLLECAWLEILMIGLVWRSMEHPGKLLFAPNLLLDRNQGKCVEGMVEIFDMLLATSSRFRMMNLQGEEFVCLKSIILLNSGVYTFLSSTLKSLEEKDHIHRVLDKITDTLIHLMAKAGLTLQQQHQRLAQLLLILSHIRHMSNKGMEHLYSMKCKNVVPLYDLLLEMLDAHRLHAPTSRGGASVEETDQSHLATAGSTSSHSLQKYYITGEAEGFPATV
Candida biofilm – kills Candida albicans biofilms; C. albicans biofilm + clotrimazole, Alamar Blue; inhibition, % at 6 µM; 0.14% of 85,000 active; AID 834;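 active = inhibition above 20%; inactive = inhibition below 20%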;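 note: preformed 24 hr biofilms exposed to compound for 48 hr; 0% = biofilm without compound and 100% = blank killed by clotrimazole plus chlorhexidine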
CD11b adhes inh – inhibitors of human CD11b/CD18 binding to fibrinogen. P05107+P11215. K562 CD11b/CD18 adhesion to fibrinogen, ATPlite luminescence; Mn2+ added to activate the integrin. inhibition, % at 10 µM. 0.54% of 93,000 active. AID 1497;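 active = primary inhibition of 50% or more at 10 µM, then 40% or more on retest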; note: some results filed as inactive read as strong as hits
ERb coact inh – ER-beta (human) coactivator binding inhibition. 1.3% of 86,000 active. inhibition, % at 25.6 µM. Q92731. TR-FRET ER-beta LBD / SRC1-Cy5 peptide binding; receptor agonist-loaded with 1 µM estradiol;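 active = compounds whose percent inhibition of the receptor-coactivator binding signal exceeds about 50% in the single-dose screen, limit read from the data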;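 note: 0% = receptor plus peptide wells without compound and 100% = peptide-only wells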
MT1-MMP txn act – MT1-MMP promoter transcription activation. HT1080 MT1-MMP promoter luciferase reporter, luminescence, overnight; hits give high values. activation factor at 10 µM. 0.16% of 86,000 active. AID 750;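 active = activation factor of at least 2 for MT1-MMP transcription at 10 µM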
Smad3 inh – inhibitors of human Smad3 transcription factor binding. P84022. TR-FRET Smad3/Dy647-FoxH1 peptide binding, europium anti-His. inhibition, % at 25 µM. 0.29% of 88,000 active;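 active = compounds that reduce the energy-transfer binding signal between the protein and its labelled peptide by more than half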;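 note: 0% = Smad3 plus labelled peptide maximal FRET and 100% = peptide-only background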
Numbers without * were called inactive; . = no result given; + = active, no number; [ ] = another dose, or the depositor's remark. The list is partial. The share of hits here may be higher or lower than overall.

SMILES	sEH inhibitor	Mac1 fbg enh	sEH act	ERa coact pot	Candida biofilm	CD11b adhes inh	ERb coact inh	MT1-MMP txn act	Smad3 inh
O=C(Nc1ccc2c(c1)OCO2)N1CCN(C(=O)C2CCCO2)CC1 (stereo unspecified)	-3	.	4	103	6	.	-14	1.1	8[fluorescence artefact?]
Cc1ccc(S(=O)(=O)N(C)CC(=O)N2CCOCC2)cc1	-9	-4	12	94	4	0	-18[fluorescence artefact?]	1.1	-1
CCN(CC)CCOCCOc1ccccc1F	-7	2	11	106	5	6	-7	1	10
COCCNC(=O)C(c1cccs1)N(C(=O)Cn1nnc2ccccc21)c1ccc2c(c1)OCO2 (stereo unspecified)	4	35	-3	107	3	6	9[fluorescence artefact?]	1.1	-7
COc1ccc(OCC(=O)Nc2cccc(-c3nc4ccccc4o3)c2)cc1	20	1	-19	110	-2	13	20[fluorescence artefact?]	1.4	-20
CCOc1cc(CO)c(Br)cc1OCC(=O)O	3	-3	-1	106	5	5	4[fluorescence artefact?]	1.1	-2
CS(=O)(=O)N1CCCC(C(=O)NCCCN2CCc3ccccc3C2)C1 (stereo unspecified)	-10	4	9	120	9	3	-7	1.1	3[fluorescence artefact?]
COc1ccc2cc3cc(C(=O)NCCCN4CCOCC4)oc3nc2c1	-16	.	17	106	10	.	-2	1.2	6
CCCCCOc1ccc(NC(=O)CCCC(=O)O)cc1	-5	3	2	95	6	-5	0[fluorescence artefact?]	1	6
CCCCN(C)CCCNC(=O)CS(=O)Cc1nc(-c2ccc(OC)c(OC)c2)oc1C (stereo unspecified)	-8	3	7	115	4	-9	-2	1	10
Cn1nnnc1SCC(=O)Nc1nc2c(s1)CCCC2	-10	0	8	.	.	1	.	.	.
CCOC(=O)c1c(NC(=O)c2noc3c2CCCC3)sc(C)c1C	-2	0	2	105	-1	-2	-4	1.4	-3
COC(=O)C(C)Sc1nc2c(c(-c3ccc(OC)cc3)c1C#N)-c1ccccc1C2=O (stereo unspecified)	-10	.	9	110	5	.	-6	1.1	-4
Cc1ccc(C)c(CN2CCCN(C(=O)Cn3ncc4c3-c3ccccc3OC4)C2)c1	7	-1	-8	90	5	10	-10	.	9
Oc1ccc(-n2cnnn2)cc1	-6	2	6	81	5	3	25	1.1	12
COc1ccc(-n2c(Cc3cccn3C)nnc2SCC(=O)Nc2cc(C)cc(C)c2)cc1	.	0	.	109	2	-10	-6	1.1	3
O=c1[nH]c(CN2CCc3ccccc32)nc2scc(-c3cccs3)c12	1	15	0	102	5	3	-6	1.2	3
Fc1ccccc1N1CC(c2ccccc2)C(c2cccs2)=N1 (stereo unspecified)	-35	-3	31	108	2	-28	-4	1.2	13
Cc1cc(C)n(C(=O)c2ccc(S(=O)(=O)N3CCOCC3)cc2)n1	-17	-3	12	92	-2	-8	1[fluorescence artefact?]	1.1	0
Nc1nc2ccccc2n1/N=C/c1ccc(-c2ccccc2)o1	-14	-1	14	111[fluorescence artefact?]	4	-14	6	1.3	2
O=c1[nH]c(CN2CCC(c3nc4ccccc4s3)CC2)nc2sc3c(c12)CCC3	.	-1	.	125	3	7	5[fluorescence artefact?]	1.1	-4
O=C(CN1C(=O)CCC1=O)Nc1nc(-c2nc3ccccc3s2)cs1	.	.	.	140	9	.	-1	1.2	-2
COc1cc(N2CCOCC2)ncn1	21	.	-22	119	3	.	-17	0.9	0
CC1CCc2nc(NC(=O)c3ccc(S(=O)(=O)N4CCCc5ccccc54)cc3)sc2C1 (stereo unspecified)	-2	-4	4	.	.	13	.	.	.
c1cn(CCCNc2ncnc3nc[nH]c23)cn1	7	-2	-8	116[fluorescence artefact?]	3	1	-10	0.9	11[fluorescence artefact?]

Reprinted at random: 7 compounds from above.
SMILES	sEH inhibitor	Mac1 fbg enh	sEH act	ERa coact pot	Candida biofilm	CD11b adhes inh	ERb coact inh	MT1-MMP txn act	Smad3 inh
Oc1ccc(-n2cnnn2)cc1	-6	2	6	81	5	3	25	1.1	12
O=C(CN1C(=O)CCC1=O)Nc1nc(-c2nc3ccccc3s2)cs1	.	.	.	140	9	.	-1	1.2	-2
CC1CCc2nc(NC(=O)c3ccc(S(=O)(=O)N4CCCc5ccccc54)cc3)sc2C1 (stereo unspecified)	-2	-4	4	.	.	13	.	.	.
O=c1[nH]c(CN2CCc3ccccc32)nc2scc(-c3cccs3)c12	1	15	0	102	5	3	-6	1.2	3
CCOC(=O)c1c(NC(=O)c2noc3c2CCCC3)sc(C)c1C	-2	0	2	105	-1	-2	-4	1.4	-3
COC(=O)C(C)Sc1nc2c(c(-c3ccc(OC)cc3)c1C#N)-c1ccccc1C2=O (stereo unspecified)	-10	.	9	110	5	.	-6	1.1	-4
O=c1[nH]c(CN2CCC(c3nc4ccccc4s3)CC2)nc2sc3c(c12)CCC3	.	-1	.	125	3	7	5[fluorescence artefact?]	1.1	-4

Next results:
SMILES	sEH inhibitor	Mac1 fbg enh	sEH act	ERa coact pot	Candida biofilm	CD11b adhes inh	ERb coact inh	MT1-MMP txn act	Smad3 inh
CCc1cc2cc(C)cc(C)c2nc1SCC(=O)N1CCN(C(=O)c2ccco2)CC1	-2	-2	1	137[fluorescence artefact?]	8	8	6[fluorescence artefact?]	1.2	33
CN1CCN(C(=S)c2ccc(N(C)C)cc2)CC1	50	.	-49	98	7	.	4	1.2	-4
O=C1N=C2SCCN2/C1=C\c1ccccc1Cl	15	6	-13	.	.	-10	.	.	.
CN1C(=O)c2ccc(S(=O)(=O)c3ccc(C(=O)O)cc3)cc2C1=O	7	2	-9	134	9	-5	-6	1.2	-12
Fc1ccc2nc(Nc3nc4c(s3)CCCC4)sc2c1	-6	.	8	84	9	.	-12[fluorescence artefact?]	1.8	-5
CN(Cc1ccccc1)C(=O)c1ccccc1NC(=O)c1ccco1	7	.	-7	116	6	.	-1	1.2	2
CCOC(=O)c1nnn(-c2nonc2NC(C)=O)c1C	-22	.	17	108	9	.	2	1.1	5
COC(=O)C1CCCN1C(=O)C1CCCN1C(=O)CNC(=O)OCc1ccccc1 (stereo unspecified)	-4	-1	6	125	1	-22	-7	1.4	-6
CSc1nc2ccc3nc(NC(=O)c4cccs4)sc3c2s1	-12	14	11	182	5	15	79*[fluorescence artefact?]	1.4	-6
COC(=O)Cc1c(O)ccn(Cc2ccc(F)cc2)c1=O	12	0	-12	.	.	3	.	.	.
O=C(O)C1CC(O)CN1S(=O)(=O)c1cccs1 (stereo unspecified)	-9	1	6	114	4	6	-5	1	2
O=C(O)CSc1nnc(Cn2cnc3ccccc32)n1CCc1ccccc1	4	-3	-5	91[fluorescence artefact?]	8	-1	18	1.1	13
COc1ccc(-c2cn3c(C)c(C(=O)Nc4cccc(C)n4)sc3n2)cc1	-7	.	7	189	5	.	-3	1.4	1
CC(=O)Nc1ccc(NC(=O)c2sc3nc4c(c(-c5ccc(C)cc5)c3c2N)CCC4)cc1	-2	4	1	+[fluorescence artefact?]	8	8	-9[fluorescence artefact?]	.	-66[fluorescence artefact?]
O=C1CCN(S(=O)(=O)c2ccccc2)C2CCCCC12 (stereo unspecified)	-3	0	5	107	10	-29	-2	1.1	8
CC(O)C(O)C(O)C(O)C1NCCS1 (stereo unspecified)	-16	2	16	103	3	0	-7	1.1	0
COc1ccc(N2CCN(CCNC(=O)C3CCN(S(=O)(=O)c4cccs4)CC3)CC2)cc1	7	-3	-8	118	5	5	-3	1.4	-1
COC(=O)C(C(=O)OC)=C(/C=C/N(C)C)N(C)C	.	0	.	98	3	1	2[fluorescence artefact?]	1.3	5
O=C(Oc1cccc(N2C(=O)CCC2=O)c1)C1CC(=O)N(c2ccc(Br)cc2)C1 (stereo unspecified)	2	9	2	96	7	-3	-31	1.1	7
OCC(CO)(CO)N=Cc1c(O)ccc2ccccc12	-3	-1	2	92	2	-7	38	1	0
COc1ccc(CN2C(=O)CCC2(C)C(=O)NCc2cccnc2)c(OC)c1 (stereo unspecified)	27	2	-27	177	0	-6	-4[fluorescence artefact?]	1.1	4
COc1cccc(C(=O)Oc2c(CN3CCOCC3)cc(Cl)c3cccnc23)c1	3	-2	-2	90	-2	-7	-8	0.9	-6
Clc1ccc(CSc2nncn2-c2ccccn2)cc1	0	0	1	108	4	-11	0[fluorescence artefact?]	1.1	3
CC1CCC/C(=C\Nc2ccc3c(c2)OCO3)C1=O (stereo unspecified)	.	9	.	71[fluorescence artefact?]	12	-1	42[fluorescence artefact?]	1.6	8
Cc1ccc(C(NC(N)=O)c2ccccc2C)cc1 (stereo unspecified)	3	0	-5	105	1	6	-5	1.1	0
Additional records follow:
SMILES	sEH inhibitor	Mac1 fbg enh	sEH act	ERa coact pot	Candida biofilm	CD11b adhes inh	ERb coact inh	MT1-MMP txn act	Smad3 inh
CCOC(=O)C(C)n1cnc2c(oc3ccccc32)c1=O (stereo unspecified)	-5	.	5	105	10	.	4[fluorescence artefact?]	1.3	8
Cc1ccc(C(=O)NCc2ccco2)cc1[N+](=O)[O-]	0	-4	-2	.	.	-12	.	.	.
CCCN1C(=O)/C(=C/c2c(NCCCOC(C)C)nc3c(C)cccn3c2=O)SC1=S	9	7	-8	99	7	-10	-9	1	0
Cn1c(=O)c2cc(S(=O)(=O)NC(C(=O)N3CCCCCC3)c3ccccc3)ccc2n(C)c1=O (stereo unspecified)	4	-1	-4	122	5	3	-6	1.6	5
Cc1cc(C(=O)Nc2nc3c(C)cccc3s2)c(C)o1	-1	-5	5	121	1	-7	4	1.1	4
NC(=O)c1ccsc1NC(=O)CSc1nc2ccccc2c(=O)n1CCCO	-2	5	0	80[fluorescence artefact?]	0	-1	17[fluorescence artefact?]	1.2	-24
CCOC(=O)N1CCC(NC(=O)C(C)n2c3ccccc3c3cnn(C)c(=O)c32)CC1 (stereo unspecified)	.	-4	.	93	6	4	-5	0.9	5
Cc1ccc2c(c1)N(CC(=O)N1CCc3ccccc3C1)C(=O)CO2	8	-2	-8	113	7	1	-6	1	11[fluorescence artefact?]
c1ccc(N2CCN(Cc3ccnc4ccccc34)CC2)cc1	9	-8	-10	85	9	76*	14	1	6
CC(=O)OCCOc1nc(N(C)C)nc(N(C)C)n1	-14	-3	13	111	1	-20	-9	1.2	-4
